CHO parental Ca – counter-screen: ATP calcium response change in parental CHO cells. inhibition, % at 5.6 µM. parental CHO-K1, ATP-induced calcium, Fluo-8 fluorescence. 330,000 compounds, 0.63% hits;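 active = inhibition above that plate's mean sample inhibition plus 3 SD, cut at about 26% in these data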;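 also: 0% = ATP-challenged DMSO wells and 100% = DMSO wells without ATP; some compounds past the cut are filed as inactive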
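Test system: untransfected parental CHO cell line; also added: ATP stimulus; dosing: 5.6 µM, single dose; signal: calcium-sensitive Fluo-8 fluorescence; measure: percent inhibition of ATP-evoked calcium rise, normalized to controls; benchmarks: low control ATP plus DMSO, high control DMSO only; replication: one well per compound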
OXTR potentiate – human OXTR potentiation; CHO-OTR cells, Fluo-8 calcium fluorescence, potentiator mode; 0% = oxytocin EC15, 100% = EC100; 320,000 compounds, 0.061% hits; activation, % at 3 µM;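 active = activation above that plate's cutoff, the mean activation of tested compounds plus 3 SD, cut at about 6.6% in these data, passing the limit was not always enough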;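 also: 100% uses oxytocin at 75 nM as the full agonist control; some results filed as inactive read as strong as hits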
Target sequence (P30559 whole entry, looked up): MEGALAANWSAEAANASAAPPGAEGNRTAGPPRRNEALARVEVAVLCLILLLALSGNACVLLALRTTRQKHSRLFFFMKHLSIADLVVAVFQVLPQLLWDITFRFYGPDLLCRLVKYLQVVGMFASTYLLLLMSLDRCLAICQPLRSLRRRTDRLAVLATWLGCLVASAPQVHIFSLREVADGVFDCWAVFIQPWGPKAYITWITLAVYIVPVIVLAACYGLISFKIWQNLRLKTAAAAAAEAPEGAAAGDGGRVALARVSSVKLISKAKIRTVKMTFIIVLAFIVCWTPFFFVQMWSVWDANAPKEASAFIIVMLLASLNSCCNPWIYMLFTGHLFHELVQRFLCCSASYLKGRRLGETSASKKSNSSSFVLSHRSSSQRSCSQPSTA
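Material: CHO-OTR cells, human receptor; compound dosing: single dose, 3.0 µM nominal final compound concentration; schedule: 6 min compound pre-incubation at room temperature, 100 s kinetic read; measured by: kinetic Fluo-8 calcium fluorescence; read-out basis: % activation vs EC15 and EC100 oxytocin; controls: EC15 oxytocin alone as 0%, 75 nM oxytocin as 100%; replicates: singlicate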
* marks the source's active call; other numbers are inactive results. This is a subset; count on the stated rates, not on these rows.

SMILES	CHO parental Ca	OXTR potentiate
Cn1c(=O)c2c(SCC(=O)NCCc3ccccc3)nc(C3CC3)nc2n(C)c1=O	6	1
O=C1c2nc3cc(-c4ccccc4)[nH]n3c(=O)c2CN1Cc1ccccc1	-20	0
Cc1ccc(CN2CCN(CC(=O)N3CCc4ccccc4C3)C2=O)cc1	-25	-6
Cc1c(Cl)cccc1NC(=O)CSc1nc2c(c(=O)[nH]1)CCCC2	1	3
C#CCOCCOCCOCCNc1nc(N2CCN(C(=O)[C@H](Cc3cc4ccccc4[nH]3)n3cc([C@@H](N)C(C)CC)nn3)CC2)nc(N2CCN(C(=O)[C@H](Cc3cc4ccccc4[nH]3)n3cc([C@@H](N)CC(C)C)nn3)CC2)n1 (stereo partly drawn)	-6	-10
c1coc(C2Nc3cccc4cccc(c34)N2)c1	5	-14
CCOC(=O)c1ccc(NC(=O)Nc2ncc(Cl)cc2Cl)cc1	-5	-9
C[C@H](NC(=O)c1nc[nH]c1C(=O)NC1CCNCC1)C(=O)OCc1ccccc1	-3	5
Cc1cc(/C=N/Nc2nc(N)ncc2[N+](=O)[O-])c(C)n1-c1ccccc1F	-34	-15
CCN=C1S/C(=C\c2ccc(OC)c(OCC)c2)C(=O)N1CC	-8	-1
O=C(c1cccc([N+](=O)[O-])c1)c1ccc2c(c1)C(=O)N(c1c[nH]c(=O)[nH]c1=O)C2=O	-7	2
O=C1/C(=C/c2ccc([N+](=O)[O-])cc2)CCc2ccccc21	-16	-2
Cn1cc(C(=O)N2CCc3ccccc3C2)c(=O)c2cc(S(=O)(=O)N3CCCCC3)ccc21	-7	-7
Cc1ccnc(NC(=O)CSc2nnc3c(n2)[nH]c2ccccc23)c1	-19	-8
CCC(C)C(=O)Nc1cccc(SC)c1 (stereo not drawn)	-18	0
CC(C)COc1ncnc2c1sc1nc3c(cc12)COC(C)(C)C3	-12	1
CCC(C)NC(=O)CSc1nc2ccc(N3CCOCC3)cc2c(=O)n1CCc1ccccc1 (stereo not drawn)	1	1
O=C(c1ccc(Cl)nc1)c1cccs1	-12	-5
COc1ccc2nc(NC3=NC(C(=O)Nc4ccc(C)cc4)CC(=O)N3)nc(C)c2c1 (stereo not drawn)	-8	-8
CS(=O)(=O)C1=NSC2=NC(=O)/C(=C\c3ccc(OC(=O)c4ccco4)cc3)C(=N)N21	0	-6
COc1ccc(-c2nn(-c3ccccc3)cc2/C=N/Nc2ccccn2)cc1	-1	-22
COc1cc2cc(CN(Cc3cccs3)C(=S)Nc3cccc(C)c3)c(=O)[nH]c2cc1OC	-20	-16
N#CC1=C(N)SC(N)=C(C#N)C1c1ccoc1	8	-8
CC(OC(=O)c1ccc(Cl)c(S(=O)(=O)N2CCCC2)c1)C(=O)NC1CCCCC1C (stereo not drawn)	-12	-9
CCOc1ccc(/C=C2\SC(=O)N(c3ccc(O)cc3)C2=O)cc1OC	-6	2
Going on with the list.
SMILES	CHO parental Ca	OXTR potentiate
COC(=O)C/C=C/[C@@H](C)[C@@H](/C=N/OC[C@@H](C)[C@H](OCc1ccccc1)C(C)C)NS(=O)(=O)c1ccc(C)cc1	-19	-13
O=C(NCc1ccc[n+](CCCCS(=O)(=O)[O-])c1)c1ccc(OC(F)F)cc1	-2	3
Cn1c(=O)c2c(-c3ccc(OC(F)F)cc3)cc(-c3ccccc3)nc2n(C)c1=O	-4	2
CN1C(=O)CC[C@H]1c1cccnc1	-10	-3
CCOc1ccc(/C=C2/Sc3ccc(C(=O)N4CCN(C(=O)c5ccco5)CC4)cc3N(C)C2=O)cc1OC	-27	-8
CCOc1cc(CNc2ccccc2SC)ccc1O	-2	-4
COCCOC(=O)C1=C(C)NC(=O)NC1c1c(Cl)nc2c(C)cccn2c1=O (stereo not drawn)	-6	2
CC(C)(C)OC(=O)N[C@@H](Cc1ccccc1)c1nnc(S(=O)(=O)Cc2cccc(F)c2)o1	31	-18
COCCNS(=O)(=O)c1ccc2c(c1)oc(=O)c1cc(S(=O)(=O)NCCOC)ccc12	-5	-13
CC(C)c1cc(Nc2cccc(O)c2)cc(C(C)C)c1O	5	-9
COC(=O)c1ccc2c(C(C)(C)O)c(C(C)(C)O)[nH]c2c1	-8	-8
OC(c1nc2ccccc2[nH]1)C(O)C(O)C(O)c1nc2ccccc2[nH]1 (stereo not drawn)	-1	0
CC(C)(C)S(=O)(=O)c1ccc(S(=O)(=O)C(C)(C)C)s1	-2	-4
O=C(CN(c1ccccc1)S(=O)(=O)c1ccccc1)N/N=C/c1ccc(OC2CSC2)cc1	-18	-7
c1ccc2oc(-c3ccc(Nc4nc(N5CCCC5)nc(N5CCOCC5)n4)cc3)nc2c1	-33	-21
CCCOc1cc(C)c(S(=O)(=O)N2CCOCC2)cc1C	-11	-1
CC(=O)C1=NN(c2ccccc2)C(c2cccs2)N1c1ccccc1 (stereo not drawn)	-26	-14
O=c1cc(-c2ccc([N+](=O)[O-])cc2)nc2cc(-c3ccc(Cl)cc3)[nH]n12	0	-4
CCOc1ccc(NC(=O)CCC(=O)n2nc(C)cc2C)cc1	-12	-8
CCOC(=O)CN(Cc1ccccc1)C(=O)OC(C)(C)C	2	4
COc1ccc(-c2cc(C(F)(F)F)n3ncc(C(=O)Nc4c(C)n(C)n(-c5ccccc5)c4=O)c3n2)cc1	2	-10
Cc1ccc(/C=N/N(C)C2=NS(=O)(=O)c3ccccc32)o1	-5	4
O=C(O)CS/C(=C\c1ccc(F)cc1)c1nc2ccccc2s1	2	-11
O=C1CN2Cc3c(ccc(Cl)c3Cl)N=C2N1	-9	-9
N#CC1=C(N)OC2=C(CC/C2=C\c2ccc(F)cc2)C1c1ccc(F)cc1 (stereo not drawn)	6	-6
(more compounds)
SMILES	CHO parental Ca	OXTR potentiate
O=C(OCC1O[C@@H](OC(=O)c2cc(O)c(O)c(O)c2)[C@@H](OC(=O)c2cc(O)c(O)c(O)c2)[C@@H](OC(=O)c2cc(O)c(O)c(O)c2)[C@@H]1OC(=O)c1cc(O)c(O)c(O)c1)c1cc(O)c(O)c(O)c1 (stereo partly drawn)	-10	-7
COc1cccc(CNC(=O)CSc2ccc(-c3ccncc3)nn2)c1	9	-6
COC(=O)CCCC[C@H]1SC[C@H]2NC(=O)N[C@]21O	-4	-10
COc1ccc2c(c1)O[C@@H](c1cccc(C(F)(F)F)c1)[C@H](OC(=O)N[C@H]1CCCc3ccccc31)C2=O	-30	-9
CCc1ccc(NC(=O)Cc2ccc(OC)cc2)cc1	3	-4
COc1ccc2nc(N/C(N)=N/C(=S)Nc3ccc(C)c(C)c3)nc(C)c2c1	-11	-4
CC(NC(=O)CCN1N=C(c2ccccc2)CCC1=O)c1ccc2c(c1)OCCO2 (stereo not drawn)	-5	-2
CC(C)(C#N)c1cc(Cn2cncn2)cc(C(C)(C)C#N)c1	-7	-12
COc1ccc(C2c3c(oc4ccccc4c3=O)C(=O)N2CCCN2CCOCC2)cc1 (stereo not drawn)	14	5
CCOC(=O)C1=C(c2ccccc2)O/C(=C(/C#N)C(F)(F)F)S1	-17	0
Cc1ncc(CO)c(/C=N/NC(=O)c2ccc(Br)cc2)c1O	-14	-9
CC(=O)N(CC(C)(C)CC=C(C)C)c1ccccc1	-13	-13
CCn1c(SCC(=O)Nc2ccc(-c3nc4ccc(C)cc4s3)cc2)nnc1-c1ccccc1	7	-1
COc1ccc(CNC(=O)C2CCC(CNc3nc(=S)[nH]c4ccccc34)CC2)cc1 (stereo not drawn)	-14	-7
CCOC(=O)CC1C(=O)NCCN1c1nc2ccc(C)cn2c(=O)c1/C=C1\SC(=S)N(C(C)CC)C1=O (stereo not drawn)	22	-13
O=S1(=O)c2ccccc2N=NN1Cc1ccc(Cl)c(Cl)c1	-12	-8
COCCNC(=O)Cn1c(=O)n(CCCCCC(=O)NCc2ccc3c(c2)OCO3)c(=O)c2sccc21	-13	-6
Cc1ccc(-n2c(C)cc(/C=C3/SC(=O)N(CC(=O)N4CCOCC4)C3=O)c2C)nc1	-5	-1
COc1cc(NC(=O)Cn2cnc3sc(C)c(S(=O)(=O)N4CCN(C)CC4)c3c2=O)cc(OC)c1OC	-9	-6
COC(=O)[C@@H]1CC[C@H](C)[C@@H](c2ccc(C)cc2)N1C(=O)c1ccc(/C=N/O[C@H](C)c2cn([C@@H]3COC[C@H]3O)nn2)cc1	-17	-5
O=C(Nc1ccnc(-c2cccnc2)n1)c1ccc(F)cc1	2	-11
CC1CCCCC1NC1=NCCCS1 (stereo not drawn)	6	-3
Cc1nn(-c2ccccc2)c(Cl)c1C(=O)N(C)c1nc(-c2ccc(F)cc2)cs1	3	-6
Cc1ccc(NC(=O)Cn2c(O)c(N=NC(=O)c3cc([N+](=O)[O-])ccc3O)c3ccccc32)cc1	-7	-5
CCOc1ccc(S(=O)(=O)Nc2cc(Sc3ncn[nH]3)c3oc(=O)sc3c2)cc1	-12	-7
Next section
SMILES	CHO parental Ca	OXTR potentiate
NC(C(=O)O)C(c1ccccc1)C(F)F (stereo not drawn)	-1	-3
CCOc1ccc(N2C(=O)CN(O)C=C3N=c4ccccc4=C32)cc1	-5	6
COC/C=C/C1=CC2=CC(=O)C(C)(OC(=O)c3cnc4ccccc4n3)C(=O)C2=CN1C1CCCC1 (stereo not drawn)	-16	-2
C#CCOCCOCCOCCNc1nc(N2CCN(C(=O)[C@H](CCCCN)n3cc([C@@H](N)CO)nn3)CC2)nc(N2CCN(C(=O)[C@H](Cc3cc4ccccc4[nH]3)n3cc([C@@H](N)CO)nn3)CC2)n1	-8	-2
S=c1[nH]nc(-c2cccc(Cl)c2)n1/N=C/c1ccco1	-10	-7
Cc1ccc(S(=O)(=O)N2C(=O)/C(=C3\SC(=S)NC3=O)c3ccccc32)cc1	-6	-4
O=C(Nc1ccccc1)N1CCN(C(=O)Nc2ccccc2)CC1	4	3
Cc1nc(NC(=O)c2ccccc2)sc1-c1csc(Nc2cccc(Cl)c2)n1	11	-4
COC(=O)C1=C(C)OC(N)=C(C#N)C1c1cc2cccc(C)c2nc1Cl (stereo not drawn)	-10	-11
CC(=O)Nc1ccc(C(=O)OCC(=O)NCc2ccc(Cl)cc2)cc1	-11	-3
c1ccc(-n2cccc2CNC2CCCCC2)cc1	-20	1
O=C1Nc2cc(C(=O)N3CCN(c4ccccc4F)CC3)ccc2NC1CSCc1ccccc1F (stereo not drawn)	-3	-4
Cc1[nH]c2ccccc2c1/C=N/Nc1ccc(F)cc1F	-4	-4
On1c2c(c3c4nonc4ccc31)CCCC2	-6	-11
Cc1ccc(NC(=O)CSc2nnc(-c3cccs3)o2)cc1S(=O)(=O)N(C)C	-15	-16
CC1=CC(=O)c2c(O)ccc(O)c2C1=O	2	-6
NC1=CC(=O)c2cccc3cccc1c23	-8	-3
CCOc1cc(/C=C2\C(=O)N(c3cccc(C(=O)O)c3)N=C2C(F)(F)F)ccc1OCC(=O)Nc1ccccc1OC	-2	-4
Cn1c(=O)c(C=Nc2ccccc2)c(O)c2ccccc21	-19	1
Cc1[nH]c(=O)[nH]c(=O)c1/C=N\NC(=O)CCc1ccc(OC(C)C)cc1	-18	-11
Cc1cccc(N/N=C(\C=N\N)C(=O)c2ccc(Br)cc2)c1	-12	-9
CCOc1ccc(CCNC(=O)c2ccc3c(c2)NC(=O)C2CCCN32)cc1OCC (stereo not drawn)	-10	-8
OC1CNCc2cc3c(cc21)OCCO3 (stereo not drawn)	-6	-3
CCOc1ccc(S(=O)(=O)n2nnc3ccccc32)cc1C(C)C	-9	-4
Cc1ccc(O)c(O)c1	-8	-5

Seven compounds picked at random from those above, as already listed:
SMILES	CHO parental Ca	OXTR potentiate
OC1CNCc2cc3c(cc21)OCCO3 (stereo not drawn)	-6	-3
Cn1c(=O)c(C=Nc2ccccc2)c(O)c2ccccc21	-19	1
Cc1[nH]c(=O)[nH]c(=O)c1/C=N\NC(=O)CCc1ccc(OC(C)C)cc1	-18	-11
Cc1ccc(O)c(O)c1	-8	-5
CCOc1ccc(CCNC(=O)c2ccc3c(c2)NC(=O)C2CCCN32)cc1OCC (stereo not drawn)	-10	-8
c1ccc(-n2cccc2CNC2CCCCC2)cc1	-20	1
CCOc1cc(/C=C2\C(=O)N(c3cccc(C(=O)O)c3)N=C2C(F)(F)F)ccc1OCC(=O)Nc1ccccc1OC	-2	-4

Next results.
SMILES	CHO parental Ca	OXTR potentiate
CCCNC(=O)OC[C@H]1O[C@H](CCO/N=C(\C)CCN2CCc3nc(-c4ccccc4)c(-c4ccccc4)cc3C2)C=C[C@@H]1Oc1ccc(OC)cc1	-26	-14
Cc1ccc(C(=O)C2=C(O)C(=O)N(c3ncccn3)C2c2ccc(Br)cc2)o1 (stereo not drawn)	-12	4
CCc1cc2c(C)cc(=O)oc2cc1Oc1ncccc1[N+](=O)[O-]	-4	-3
CCS(=O)(=O)Nc1cccc(C(=O)O)c1	-20	3
OC(COc1ccc(-c2ccccc2)cc1)CN1CCOCC1 (stereo not drawn)	-17	-5
O=C(NCCN1CCOCC1)c1cccn2c(=O)c3c4c(sc3nc12)CCCC4	-7	-4
O=C(O)c1cc(N/N=C/c2cccs2)ccc1Cl	-12	-7
O=C1C(=O)N(CCN2CCOCC2)C(c2cccnc2)/C1=C(/O)c1ccccc1 (stereo not drawn)	17	-2

Compound activity from PubChem.
